# Mtb BioA inh = M. tuberculosis BioA enzyme inhibitors, primary screen, biochemical, plate reader, single point, HTS; 7,8-diaminopelargonic acid synthase BioA (Mycobacterium tuberculosis); purified M. tuberculosis BioA enzyme; inhibition, % at 9.99 µM; AID 602481, 2012; hit rate 0.096% among 360,000; in the data active means inhibition above about 40%
# Mtb FBA inh = Mtb FBA enzyme inhibitors, primary screen, biochemical, fluorescence, strain H37Rv | inhibition, % at 1 µM | purified M. tuberculosis FBA, fluorescence read-out | Fructose-bisphosphate aldolase (Mycobacterium tuberculosis (strain ATCC 25618 / H37Rv)), … | hit rate 2.3% among 360,000; in the data active means inhibition above about 27%;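 further: 0% = vehicle and 100% = reference inhibitor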
# Target sequence (P9WQA3 whole entry, looked up): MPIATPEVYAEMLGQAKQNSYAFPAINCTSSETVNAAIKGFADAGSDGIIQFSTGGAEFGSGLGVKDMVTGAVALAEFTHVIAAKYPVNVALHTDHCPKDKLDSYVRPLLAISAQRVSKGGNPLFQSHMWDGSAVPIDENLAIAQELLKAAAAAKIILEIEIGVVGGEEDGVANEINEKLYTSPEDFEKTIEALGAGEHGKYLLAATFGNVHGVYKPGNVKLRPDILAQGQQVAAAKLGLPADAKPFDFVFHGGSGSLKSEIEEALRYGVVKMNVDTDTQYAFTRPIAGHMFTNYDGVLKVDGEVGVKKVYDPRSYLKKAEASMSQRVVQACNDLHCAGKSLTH
# 3CLpro inhibitor = SARS-CoV 3CLpro protease inhibitors, primary screen, biochemical, quenched FRET; recombinant SARS-CoV 3CLpro, quenched FRET peptide cleavage; inhibition, % at 6 µM; hit rate 0.14% among 290,000; AID 1706, 2009; in the data active means inhibition above about 12%
# GDH-TPI inh = GDH-TPI coupling enzyme inhibitors, primary screen, artefact control for M. tuberculosis FBA inhibitor project, biochemical, absorbance, full deck; GDH-TPI coupled enzyme counterscreen, NADH absorbance; inhibition, % at 4.8 µM; hit rate 1.2% among 360,000; in the data active means inhibition above about 30%;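 further: 0% = DMSO wells and 100% = wells lacking the enzyme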
# Vc quorum ag = inducers of Vibrio cholerae quorum light production without autoinducers, primary screen, BH1578 luxS cqsA deficient, single point. V. cholerae BH1578 lux reporter, luminescence, 6 h. hit rate 0.16% among 350,000. activation, % at 18.7 µM. AID 588436, 2011; in the data active means activation mostly above about 9.7%, no sharp cut-off; further: not every result past the cut was called active; inactives centre near 0; reference of the scale not given here
# MazEF act = activators of E. coli MazEF toxin-antitoxin RNase, primary screen, biochemical, fluorescence, uHTS. FAM/BHQ RNA-DNA oligo cleavage fluorescence, 5 h. activation, % at 20 µM. hit rate 0.32% among 350,000; in the data active means activation above about 50%
# DUSP3 inh = VHR1 phosphatase inhibitors, primary screen, biochemical, absorbance, uHTS | inhibition, % at 13.3 µM | recombinant VHR phosphatase, pNPP absorbance | Dual specificity protein phosphatase 3 (Homo sapiens), P51452 | AID 1654, 2009 | hit rate 0.52% among 290,000; in the data active means inhibition above about 50%; further: some compounds called inactive have numbers as strong as hits
# Target sequence (P51452 whole entry, looked up): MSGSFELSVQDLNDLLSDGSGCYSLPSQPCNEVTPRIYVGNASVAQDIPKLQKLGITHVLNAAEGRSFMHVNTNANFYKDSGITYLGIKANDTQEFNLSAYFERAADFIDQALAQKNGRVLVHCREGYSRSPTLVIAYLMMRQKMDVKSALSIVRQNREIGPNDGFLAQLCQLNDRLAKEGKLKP
# SSB-PriA inh = inhibitors of Klebsiella pneumoniae PriA binding to SSB C-terminal tail, primary screen, biochemical, AlphaScreen | inhibition, % at 33 µM | PriA–SSB C-terminal tail interaction (Klebsiella pneumoniae) | hit rate 0.6% among 430,000 | AlphaScreen SSBct-PriA binding, biotinylated peptide; in the data active means inhibition mostly above about 37%, no sharp cut-off; inactive means mostly below about 20%;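 further: plate controls were negative control peptide for no effect and reference peptide for full effect; strong numbers were not always called active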
# UGM FP inh = M. tuberculosis UGM enzyme inhibitors, primary screen, biochemical, fluorescence polarization, single point; UDP-galactopyranose mutase (Mycobacterium tuberculosis (strain ATCC 25618 / H37Rv)), …; purified UGM, fluorescence polarization probe displacement; inhibition, % at 10 µM; hit rate 0.06% among 320,000; in the data active means inhibition above about 10%, passing the limit was not always enough
# Target sequence (P9WIQ1 whole entry, looked up): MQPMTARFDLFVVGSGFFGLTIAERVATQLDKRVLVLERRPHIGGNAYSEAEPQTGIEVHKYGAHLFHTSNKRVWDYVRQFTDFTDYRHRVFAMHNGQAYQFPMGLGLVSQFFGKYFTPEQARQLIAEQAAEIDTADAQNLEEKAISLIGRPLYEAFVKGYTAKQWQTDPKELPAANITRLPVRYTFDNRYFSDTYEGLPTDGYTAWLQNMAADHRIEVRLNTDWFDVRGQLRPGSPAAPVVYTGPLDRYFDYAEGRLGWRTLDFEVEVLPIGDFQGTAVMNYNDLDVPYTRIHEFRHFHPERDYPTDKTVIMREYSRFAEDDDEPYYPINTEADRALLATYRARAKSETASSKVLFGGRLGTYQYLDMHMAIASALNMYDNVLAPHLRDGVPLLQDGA
# Rv3671c inh = Rv3671c serine protease inhibitors, primary screen, biochemical, fluorescence polarization, M. tuberculosis H37Rv; inhibition, % at 5.96 µM; AID 2606, 2010; P9WHR9; hit rate 0.048% among 320,000; in the data active means inhibition above about 38%;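 further: extracellular domain of Rv3671c used as enzyme; 0% = enzyme with DMSO and 100% = no enzyme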
# Active calls of the source: *; i = inactive; / = no result given; & = joins results of further samples. These rows are one share of the data; count on the stated rates, not on these rows.
mol,Mtb BioA inh,Mtb FBA inh,3CLpro inhibitor,GDH-TPI inh,Vc quorum ag,MazEF act,DUSP3 inh,SSB-PriA inh,UGM FP inh,Rv3671c inh
O=C1C2CCN(CC2)C1(CO)CO,-1.1,-1,/,8,-0.3,2,/,/,/,/
CCCCCCCCc1nnc(N)s1,0.1,-1,4,-9,2.2,4,8,2,-0.4,6
N#Cc1c2n(c(=S)n(-c3ccc(F)cc3)c1=O)CCCCC2,/,2,4,9,-0.3,-17,-3,3,0.9,-7
CCCCNC(=O)CNC(=S)N(Cc1ccccc1)Cc1cccs1,/,6,0,-5,-0.3,-3,22,-7,1.2,-2
Cc1c(C)c2ccc(OCC(=O)NCCCn3ccnc3)cc2oc1=O,-0.3,62*,-1,13,-0.2,10,21,-8,0.0,-5
O=C(N/N=C/c1cc(Cl)cc([N+](=O)[O-])c1O)c1ccc2c(c1)OCO2,-1.9,-5,2,17,i,8,48,/,4.3,1
COc1ccc(OCCC(=O)OCC(=O)NC2CCCCCCC2)cc1,/,-1,4,16,0.0,-5,14,-5,-2.4,13
Cc1c(Cl)cccc1NC(=O)CSc1nncn1-c1cccnc1,-2.2,1,0,3,-0.5,8,7,-20,-2.4,-8
Cc1cc(C)n2nc(CC(=O)NCc3ccc(F)cc3)nc2n1,-0.7,5,-1,9,-0.7,-1,13,6,-1.4,1
CCN(CC)CCCNC(=O)C1c2cc(OC)c(OC)cc2C(=O)N(C)C1c1cccs1 (centres undefined),-1.5,1,6,-1,-1.5,-11,20,3,-2.1,4
COc1ccc(/C=N/Nc2ncccc2[N+](=O)[O-])c(OC)c1,/,-8,-3,24,-0.4,-4,24,/,0.9,-6
Cc1ccc(S(=O)(=O)NCc2ccccc2C)cc1,-0.6,-1,-2,11,i,5,18,0,-1.1,1
Cc1noc(C)c1COc1ccc(C(=O)N2CCN(c3ccccn3)CC2)cc1,/,4,/,4,-5.3,-2,/,-9,-1.9,5
O=C(COc1ccccc1F)NNC(=O)c1ccc(F)c(S(=O)(=O)N2CCOCC2)c1,-1.1,-1,/,-4,i,3,/,-8,3.3,-7
Cc1ccc(NC(=O)C2CCCN2C(=O)NCc2ccccc2)cc1 (centres undefined),-1.5,-2,3,-3,i,2,16,14,-2.1,2
N#Cc1c(NC(=O)COC(=O)c2nccnc2N)sc2c1CCCC2,-1.5,26,/,21,i,5,/,-11,1.4,-8
COc1ccc(Cl)cc1NC(=O)CN(C)CC(=O)Nc1cccc(S(=O)(=O)N2CCCC2)c1,-0.8,-1,/,2,-0.9,-5,/,-7,/,/
O=C(NCCC1=CCCCC1)c1cc(-c2ccccn2)nc2ccccc12,-0.8,4,-2,4,-0.8,5,20,5,0.7,2
S=C(Nc1cccc(Cl)c1)N(CCCN1CCCC1)Cc1cccn1Cc1ccc(Cl)cc1,-1.6,0,0,7,-0.4,24,1,23,0.9,-1
O=C(Nc1ccc(F)cc1)Nc1sccc1-c1nc2ccccc2s1,-0.4,6,-1,11,-0.7,11,-1,-2,-0.7,-3
c1nc(Nc2ccc(N3CCOCC3)cc2)c2ccsc2n1,21,1,-4,-3,0.0,4,10,10,-1.4,-1
CCOC(=O)C1(C)NC(c2ccc(N(C)C)cc2)C2C(=O)N(CC)C(=O)C21 (centres undefined),-3.4,0,0,4,0.2,2,14,0,0.1,-6
O=C(c1ccccc1)N1CCCC(c2nc3c(nnn3Cc3ccccc3)c(=O)[nH]2)C1 (centres undefined),33,7,-4,3,-8.4,2,18,-18,0.3,1
CCC/C=C/c1ccc(CN2C(C)C(=O)N(Cc3cn(Cc4ccco4)nn3)CCS2(=O)=O)cc1 (centres undefined),-1.1,0,/,0,-0.7,12,/,/,/,/
O=C(Cn1nc(-c2ccc(F)cc2)ccc1=O)Nc1ccc(C(=O)NC2CC2)cc1,/,1,-6,11,i,0,9,11,-0.9,-5
CC(=O)N1c2ccc(S(=O)(=O)N3CCC(C(=O)Nc4cc(C)cc(C)c4)CC3)cc2CC1C (centres undefined),-6.2,-1,-3,0,-0.3,4,6,-11,7.1,-7
CCc1ccc(C(=O)COC(=O)[C@@H](NC(N)=O)[C@@H](C)CC)cc1,/,2,3,0,-0.2,3,17,-2,0.2,-3
CCc1ccc2nc(N3CCC(C(=O)N4CCC5(CC4)OCCO5)CC3)sc2c1,-0.4,1,3,2,1.3,1,8,14,3.0,1
CCc1cc2c(nc1CC)CCN(CC/C(C)=N/O[C@@H](C)c1cc(-c3c(C)cc(C)cc3C)no1)C2,/,/,3,/,/,/,5,/,1.0,-4
CCCCNC(=O)c1ccc2c(OCC)n(CCCC)nc2c1,0.7,65*,2,-3,0.3,11,21,-4,-3.4,6
O=S(=O)(Nc1cccc(-c2cn3cccnc3n2)c1)c1ccccc1,1.1,75*,-3,15,-0.2,9,3,-2,0.2,-3
CC12CCC(=O)N1C(C(=O)OCC(=O)Nc1ccc(S(N)(=O)=O)cc1)CS2 (centres undefined),/,1,0,5,-0.2,-3,8,-4,2.0,-10
CN1CCN(Cc2nc(Cc3ccccc3)no2)CC1c1ccccc1 (centres undefined),/,0,6,0,-0.4,7,-1,-5,2.4,5
CCN(CC(=O)Nc1c(F)cccc1F)C(=O)CCOc1ccccc1,-0.9,3,/,5,-2.2,7,/,-12,-0.4,-3
O=C(Nc1ccccc1F)c1csc([C@@H]2C[C@H](O)[C@@H](CO)O2)n1,-0.8,0,/,10,-1.3,/,/,/,/,/
COCc1[nH][nH]c(=O)c1/C=N/N1CCOCC1,/,-1,4,0,-0.3,1,9,/,-3.6,-14
COc1cccc(C(=O)C2CCCN(Cc3c(C)n(C)n(-c4ccccc4)c3=O)C2)c1 (centres undefined),/,2,-4,-8,2.3,3,-13,-7,-2.1,0
COCc1c(C(=O)N2CCN(c3ccccc3C)CC2)oc2ccccc12,-1.3,1,/,-4,3.4,-20,/,-53,2.0,2
Brc1ccc(-c2nc(-c3ccncc3)no2)o1,-2.6,-2,-7,11,-0.3,5,2,-13,-1.5,-11
Cn1cc(C(=O)C(=O)N2CCN(c3ccccc3)CC2)c2ccccc21,-1.4,2,7,-7,1.4,-1,29,-10,-2.1,5

# Continuation.
# Results follow in this order: Mtb BioA inh, Mtb FBA inh, 3CLpro inhibitor, GDH-TPI inh, Vc quorum ag, MazEF act, DUSP3 inh, SSB-PriA inh, UGM FP inh, Rv3671c inh
> COc1ccccc1CNC(=O)[C@@H]1CCCN1S(=O)(=O)c1ccc(C)cc1
 : /, -1, 2, 3, -0.2, -7, -4, -5, 0.4, 8
> Cc1csc(NC(=O)COc2ccc3c(C)cc(=O)oc3c2)n1
 : -2.5, 7, -1, 14, -1.4, -1, 21, -13, -1.8, -13
> COCCOC(=O)C1=C(C)NC(=S)NC1/C=C/c1ccccc1 (centres undefined)
 : /, 0, 1, 17, -0.2, 8, -4, 2, -1.0, -6
> COc1ccc(OC(=O)c2ccc(OC)c(S(=O)(=O)N3CCOCC3)c2)cc1
 : 1.1, -2, -1, -6, i, 1, 11, -14, -1.4, /
> O=C(COC(=O)/C=C/c1cccs1)NC1CC1
 : /, 4, -1, 10, -1.6, -29, 22, -13, -1.6, -11
> CCCCCSc1nc2c(cnn2-c2ccccc2)c(=O)[nH]1
 : -0.9, 1, 6, 1, 0.8, -14, 10, 2, -0.1, 4
> COc1ccc(C2=NN(c3ccc(C=O)cc3)C(c3ccccc3)C2)cc1 (centres undefined)
 : /, /, 7, /, /, 2, 26, -30, -3.9, 7
> O=C(CN1CCN(Cc2ccccc2)CC1)NNC(=O)c1ccccc1
 : 0.0, 4, /, 8, -2.6, 5, /, 6, /, 8
> C[C@H](NC(=O)C1(c2ccccc2)CCN(C(=O)OC(C)(C)C)CC1)C(=O)N[C@@H](C(=O)O)c1ccccc1
 : 2.3, -1, 0, 7, -0.4, 8, 21, -13, 0.1, 8
> O=c1cc(CSc2nnnn2-c2ccccc2)[nH]c2[nH]n(-c3ccccc3)c(=O)c12
 : 1.4, 1, -2, 18, 0.9, 2, 6, 10, -0.3, 8
> O=C(Nc1nc2cc3c(cc2s1)OCCO3)c1cccs1
 : /, 4, -8, 38*, 0.3, 3, 38, -4, -0.2, -23
> CN(CC1CCCO1)S(=O)(=O)c1ccc(C(=O)Nc2ccc(S(N)(=O)=O)cc2)cc1 (centres undefined)
 : 0.5, -5, 0, 2, i, -7, -10, 7&-2, 0.1, -5
> COc1ccc(OCc2cc(C(=O)N(C)CCC3CCOCC3)no2)c(Cl)c1
 : 2.2, 1, 0, 0, 0.6, 4, 2, -10, 1.7, -2
> CCC1(c2ccccc2)NC(=O)N(CC(=O)Nc2cc(C(F)(F)F)ccc2N2CCCC2)C1=O (centres undefined)
 : /, 0, /, 13, 0.0, -2, /, 1, 3.4, 3

# Structures above with a thiophene ring, fused or not (7):
# Results follow in this order: Mtb BioA inh, Mtb FBA inh, 3CLpro inhibitor, GDH-TPI inh, Vc quorum ag, MazEF act, DUSP3 inh, SSB-PriA inh, UGM FP inh, Rv3671c inh
> CCCCNC(=O)CNC(=S)N(Cc1ccccc1)Cc1cccs1
 : /, 6, 0, -5, -0.3, -3, 22, -7, 1.2, -2
> CCN(CC)CCCNC(=O)C1c2cc(OC)c(OC)cc2C(=O)N(C)C1c1cccs1 (centres undefined)
 : -1.5, 1, 6, -1, -1.5, -11, 20, 3, -2.1, 4
> N#Cc1c(NC(=O)COC(=O)c2nccnc2N)sc2c1CCCC2
 : -1.5, 26, /, 21, i, 5, /, -11, 1.4, -8
> O=C(Nc1ccc(F)cc1)Nc1sccc1-c1nc2ccccc2s1
 : -0.4, 6, -1, 11, -0.7, 11, -1, -2, -0.7, -3
> c1nc(Nc2ccc(N3CCOCC3)cc2)c2ccsc2n1
 : 21, 1, -4, -3, 0.0, 4, 10, 10, -1.4, -1
> O=C(COC(=O)/C=C/c1cccs1)NC1CC1
 : /, 4, -1, 10, -1.6, -29, 22, -13, -1.6, -11
> O=C(Nc1nc2cc3c(cc2s1)OCCO3)c1cccs1
 : /, 4, -8, 38*, 0.3, 3, 38, -4, -0.2, -23

# Assay outcomes deposited in PubChem by several laboratories.
